Bioassay records (PubChem)
Pf Dd2 growth – inhibitors of Plasmodium falciparum Dd2 growth. P. falciparum Dd2 growth, SYBR Green, 72 h; hits give low values. activity change, % at 10 µM. hit rate 2.3% among 94,000; in the data active means activity change below about -80%
T cruzi growth – T. cruzi proliferation inhibition; T. cruzi beta-gal in NIH3T3, GalScreen luminescence, 90 h; inhibition, % at 8.34 µM; hit rate 5.9% among 77,000; AID 624255;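 active means mean inhibition above about 93%, with at least 55% of replicates each passing it, limit read from the data, passing the limit was not always enough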
C diff HTS – blocks growth of Clostridium difficile; growth activity, negative = inhibition, % at 16 µg/mL (by protocol); hit rate 0.25% among 86,000; AID 1259249; Clostridium difficile clinical isolate growth, OD600, 24 h; hits give low values;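 active means mean growth activity at or below -80% and every replicate also at or below -80%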;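 further: 0% = DMSO wells and -100% = levofloxacin 16 µg/mL wells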
KDM4C inh – blocks human GASC-1 (KDM4C) demethylase activity | inhibition, % at 12.5 µM | hit rate 0.15% among 96,000 | Q9H3R0 | GST-KDM4C 2-372, H3K9me3 peptide, LANCE TR-FRET;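 active means mean replicate inhibition above about 25%, with at least 55% of replicates also reaching it, limit read from the data, passing the limit was not always enough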
Target sequence (Q9H3R0 2-372 limits assumed): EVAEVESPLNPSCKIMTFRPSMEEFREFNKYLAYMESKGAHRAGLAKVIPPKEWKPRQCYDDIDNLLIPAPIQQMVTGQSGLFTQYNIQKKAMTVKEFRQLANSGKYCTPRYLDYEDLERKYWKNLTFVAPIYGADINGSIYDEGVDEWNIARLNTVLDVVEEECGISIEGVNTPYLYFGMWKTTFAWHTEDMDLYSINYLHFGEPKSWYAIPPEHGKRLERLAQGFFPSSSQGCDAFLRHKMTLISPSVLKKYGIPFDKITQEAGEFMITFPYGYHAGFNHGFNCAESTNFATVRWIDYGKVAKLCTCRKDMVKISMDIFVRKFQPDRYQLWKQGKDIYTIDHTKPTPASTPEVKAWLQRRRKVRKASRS
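Material: GST-tagged GASC-1 (JMJD2C) catalytic fragment, aa 2-372. Input: enzyme final amount 10 nM. Medium: HEPES buffer, pH 7.5, plus ascorbate. Reagent: H3K9me3 peptide substrate, Fe(II), 2-oxoglutarate. Doses: single dose. Times: reaction 30 min RT, detection step 1 h RT. Measured by: LANCE TR-FRET. Evaluation: Fall in 671/618 emission ratio as inhibition.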
* marks the source's active call; other numbers are inactive results; · = no result given; & = joins results of further samples.

#	structure	KDM4C inh	T cruzi growth	Pf Dd2 growth	C diff HTS
1	COc1ccc(NC(=O)N(C)C[C@@H]2OCc3ccccc3-c3ccccc3C(=O)N([C@H](C)CO)C[C@H]2C)cc1	1.3	0	-10	·
2	COc1ccc(CNC(=O)C[C@@H]2C[C@@H]3c4cc(NS(=O)(=O)c5ccc(F)cc5)ccc4O[C@@H]3[C@@H](CO)O2)cc1	-2.9	23	-35	1
3	CO[C@H]1CN(C)C(=O)c2ccc(NS(=O)(=O)c3ccc(Cl)cc3)cc2OC[C@@H](C)N(C)C[C@@H]1C	-0.1	-52	-11	·
4	CCC(=O)N1C[C@H](C)[C@@H](OC)CN(C)C(=O)c2ccc(NC(=O)CC(F)(F)F)cc2OC[C@@H]1C	1.2	·	28	0
5	Cc1noc(C)c1S(=O)(=O)N(C)C[C@@H]1OCCCC[C@@H](C)Oc2ccc(NS(=O)(=O)c3cccs3)cc2C(=O)N([C@H](C)CO)C[C@H]1C	1.1	·	-31	-3
6	CCNC(=O)C[C@@H]1CC[C@H]2[C@H](COc3ccc(NC(=O)Nc4ccc(F)cc4)cc3C(=O)N2C)O1	3.5	2	5	12
7	C[C@H](CO)N1C[C@H](C)[C@@H](CN(C)Cc2ccc3c(c2)OCO3)Oc2c(NC(=O)Nc3ccccc3)cccc2C1=O	-1.0	·	9	30
8	C[C@@H]1CN([C@H](C)CO)C(=O)c2cc(NS(=O)(=O)c3cn(C)cn3)ccc2O[C@H]1CN(C)S(C)(=O)=O	0.7	65	20	·
9	CC(C)CC#Cc1cnc2c(c1)C(=O)N([C@H](C)CO)C[C@H](C)[C@H](CN(C)C(=O)c1ccc(F)cc1)O2	-2.5	63	-18	5
10	O=C(C[C@H]1C[C@@H]2c3cc(NC(=O)NC4CCCC4)ccc3O[C@@H]2[C@H](CO)O1)NCc1ccccn1	2.2	·	11	-2
11	CNC[C@@H]1Oc2ccc(NS(=O)(=O)c3ccc(OC)cc3)cc2CC(=O)N([C@@H](C)CO)C[C@@H]1C	-1.1	3	10	-8
12	COc1ccc(NC(=O)Nc2ccc3c(c2)CC(=O)N([C@H](C)CO)C[C@@H](C)[C@H](CN(C)Cc2ccncc2)O3)cc1	-0.4	·	1	6&6

Remaining list, next part.
#	structure	KDM4C inh	T cruzi growth	Pf Dd2 growth	C diff HTS
13	O=C(c1ccc(F)cc1)N1CC(=O)N2[C@H](CO)[C@H](c3ccc(C#Cc4ccc(F)cc4)cc3)[C@H]2C1	0.5	·	-91*	9
14	C[C@@H]1CCCCO[C@@H](CN(C)Cc2ccncc2)[C@@H](C)CN([C@H](C)CO)C(=O)c2cc(NC(=O)c3ccncc3)ccc2O1	-0.5	31	59	5
15	C/C=C/c1ccc2c(c1)O[C@@H](CN(C)C(=O)c1ccccc1)[C@@H](C)CN([C@@H](C)CO)S2(=O)=O	-1.2	·	-3	5
16	O=C(NC[C@H]1N[C@H](CO)[C@@H]1c1ccccc1)C1CC1	-2.2	74	5	5
17	O=C(CC(F)(F)F)N1C[C@@H]2[C@H](c3ccccc31)[C@H](CO)N2Cc1cccnc1	-0.8	16	5	-1
18	COCC(=O)N(C)C[C@@H]1Oc2cc(-c3ccccc3F)ccc2S(=O)(=O)N([C@H](C)CO)C[C@H]1C	0.5	·	18	3
19	COc1ccc(NC(=O)Nc2cccc3c2O[C@H](CN(C)Cc2ccccc2)[C@H](C)CN([C@H](C)CO)C3=O)cc1	3.0	4	-37	0
20	C[C@H]1CCCCO[C@H](CN(C)C(=O)Cc2ccccc2)[C@@H](C)CN([C@@H](C)CO)C(=O)c2cc(NC(=O)NC3CCCCC3)ccc2O1	-1.7	76	-34	-15
21	Cc1ccc(S(=O)(=O)N(C)C[C@H]2Oc3ccc(NC(=O)Nc4ccc(C(F)(F)F)cc4)cc3C(=O)N([C@H](C)CO)C[C@H]2C)cc1	9.8	46	-5	2
22	C[C@@H]1CCCCO[C@@H](CN(C)C(=O)CCCN(C)C)[C@@H](C)CN([C@@H](C)CO)C(=O)c2cc(NC(=O)CCCN(C)C)ccc2O1	4.0	-16	49	6
23	CO[C@@H]1CC[C@@H]2CCOc3c(C#N)cccc3C(=O)N(C)C[C@@H](C)C(=O)N(C)C[C@@H]1O2	-0.9	-1	12	·
24	COCC(=O)N1CC(=O)N2[C@@H](CO)[C@@H](c3ccc(C#CC4CCCC4)cc3)[C@@H]2C1	-0.9	·	-1	-2

The list continues:
#	structure	KDM4C inh	T cruzi growth	Pf Dd2 growth	C diff HTS
25	C[C@H]1CCCCO[C@@H](CN(C)C(=O)Nc2ccc3c(c2)OCO3)[C@@H](C)CN([C@@H](C)CO)C(=O)c2cc(NC(=O)NC3CCCCC3)ccc2O1	-2.5	118*	-47	-16
26	Cc1cc(C(=O)Nc2ccc3c(c2)C(=O)N(C)[C@H]2CC[C@H](CC(=O)N[C@@H](C)c4ccccc4)O[C@H]2CO3)no1	3.5	39	2	-3
27	CO[C@H]1CN(C)C(=O)c2ccc(NS(=O)(=O)c3cn(C)cn3)cc2OC[C@H](C)NC[C@H]1C	0.5	51	13	·
28	N#Cc1cccc(-c2ccc3c(c2)[C@H]2[C@H](CCN2S(=O)(=O)c2ccc(F)cc2)[C@@H](CO)N3)c1	-0.7	19	12	2
29	Cc1ccc(S(=O)(=O)Nc2ccc3c(c2)C(=O)N([C@H](C)CO)C[C@H](C)[C@@H](CN(C)C(=O)Cc2ccccc2)OCCCC[C@@H](C)O3)cc1	-0.6	·	10	·
30	C[C@H](CO)N1C[C@H](C)[C@H](CN(C)C(=O)Nc2ccc3c(c2)OCO3)Oc2ccc(NC(=O)CCC(F)(F)F)cc2CC1=O	1.0	-6	-1	3
31	CCS(=O)(=O)Nc1ccc2c(c1)C(=O)N(C)[C@H]1CC[C@@H](CC(=O)NCc3ccc(OC)cc3)O[C@H]1CO2	0.1	13	29	1
32	C/C=C/c1ccc2c(c1)O[C@H](CN(C)CC1CC1)[C@H](C)CN([C@H](C)CO)S2(=O)=O	0.6	79	-20	3
33	N#C[C@H]1[C@@H](c2ccc(C#Cc3cccc(F)c3)cc2)[C@@H](CO)N1C(=O)C1CCCC1	2.0	93	-15	5
34	Cc1noc(C)c1S(=O)(=O)Nc1ccc2c(c1)CC(=O)N([C@@H](C)CO)C[C@H](C)[C@@H](CN(C)Cc1ccc(Oc3ccccc3)cc1)O2	-4.2	52	7	7
35	Cc1noc(C)c1NC(=O)N[C@H]1CC[C@@H](CC(=O)Nc2ccc(-c3ccccc3)cc2)O[C@H]1CO	1.0	12	-15	·
36	C[C@@H]1CN([C@H](C)CO)C(=O)Cc2cc(NC(=O)Nc3ccc(F)cc3)ccc2O[C@@H]1CN(C)Cc1ccc(C(=O)O)cc1	0.4	-22	7	-1

Additional entries follow.
#	structure	KDM4C inh	T cruzi growth	Pf Dd2 growth	C diff HTS
37	OC[C@@H]1[C@@H](c2ccc(C#Cc3ccccc3)cc2)[C@H]2CN(Cc3cncnc3)CCCCN12	-0.9	70	-32	1
38	OC[C@H]1[C@@H](c2ccc(C#Cc3ccccc3F)cc2)[C@@H]2CN(Cc3cncnc3)CCCCN12	0.8	96*	-56	-1
39	C[C@H](CO)N1C[C@H](C)[C@@H](CN(C)S(=O)(=O)c2ccc(F)cc2)Oc2ccc(NC(=O)Cn3cnnn3)cc2C1=O	-0.4	-23	16	-9
40	CCCC(=O)N1CCC2(CC1)CN[C@H](CO)c1c2c2ccc(OC)cc2n1C	-0.2	·	-45	-4
41	CC(=O)N1CC2(C1)[C@H](c1ccc(-c3ccc(F)cc3)cc1)[C@H](CO)N2CC1CC1	-1.5	·	5	-6
42	CCCC#Cc1ccc([C@@H]2[C@@H](CO)N3C(=O)CN(C(=O)c4ccccn4)C[C@H]23)cc1	-0.4	·	-3	-4
43	CCCNC(=O)N1CC2(C1)CN(C(=O)NC1CCCC1)[C@@H](CO)c1[nH]c3cc(OC)ccc3c12	0.9	·	-11	9
44	C[C@@H]1CCCCO[C@H](CN(C)Cc2ccc(C(F)(F)F)cc2)[C@H](C)CN([C@H](C)CO)C(=O)c2cc(NC(=O)Nc3ccc(C(F)(F)F)cc3)ccc2O1	7.2	80	-70	11
45	C[C@@H]1CN([C@H](C)CO)C(=O)c2cccc(NS(=O)(=O)c3ccc(F)cc3)c2O[C@H]1CN(C)Cc1ccc(C(F)(F)F)cc1	0.2	60	-32	-5
46	COc1ccc2c3c(n(C)c2c1)[C@H](CO)N(CC1CCOCC1)CC31CN(CC2CCOCC2)C1	0.9	·	-13	8
47	C[C@H]1CCCCO[C@@H](CN(C)C(=O)CCC(F)(F)F)[C@@H](C)CN([C@@H](C)CO)C(=O)c2cc(NC(=O)C3CCCCC3)ccc2O1	-0.8	69	-48	2
48	COCCNC(=O)C[C@H]1C[C@@H]2c3cc(NS(C)(=O)=O)ccc3O[C@@H]2[C@@H](CO)O1	5.0	1	31	3

An excerpt from above in order of count of non-hydrogen atoms, high to low.
#	structure	KDM4C inh	T cruzi growth	Pf Dd2 growth	C diff HTS
44	C[C@@H]1CCCCO[C@H](CN(C)Cc2ccc(C(F)(F)F)cc2)[C@H](C)CN([C@H](C)CO)C(=O)c2cc(NC(=O)Nc3ccc(C(F)(F)F)cc3)ccc2O1	7.2	80	-70	11
47	C[C@H]1CCCCO[C@@H](CN(C)C(=O)CCC(F)(F)F)[C@@H](C)CN([C@@H](C)CO)C(=O)c2cc(NC(=O)C3CCCCC3)ccc2O1	-0.8	69	-48	2
46	COc1ccc2c3c(n(C)c2c1)[C@H](CO)N(CC1CCOCC1)CC31CN(CC2CCOCC2)C1	0.9	·	-13	8

(continued)
#	structure	KDM4C inh	T cruzi growth	Pf Dd2 growth	C diff HTS
49	Cc1cccc(S(=O)(=O)N[C@@H]2CC[C@@H](CCNC(=O)Nc3cc(F)ccc3F)O[C@@H]2CO)c1	-0.1	-25	9	5
50	O=C(Nc1ccccc1F)N[C@H]1CC[C@H](CCNC(=O)C2CC2)O[C@H]1CO	-0.3	·	·	-2
51	COc1ccc2c3c([nH]c2c1)[C@H](CO)N(C)CC31CN(C(=O)c2cccnc2)C1	0.9	·	18	-1
52	C[C@@H]1CN([C@H](C)CO)C(=O)c2cc(NC(=O)C3CC3)ccc2O[C@@H]1CN(C)S(C)(=O)=O	0.5	71	-5	-2
53	COc1ccc(S(=O)(=O)N2C[C@@H](O)COC[C@H]3O[C@@H](CC(=O)N[C@@H]4CCN(Cc5ccccc5)C4)CC[C@@H]32)cc1	-4.1	74	·	0&-5
54	CC(C)CC#Cc1cnc2c(c1)C(=O)N([C@H](C)CO)C[C@@H](C)[C@H](CN(C)Cc1ccccc1C(=O)O)O2	0.0	·	-13	-7
55	CN1C(=O)c2cc(NC(=O)c3cccs3)ccc2OC[C@H]2O[C@H](CC(=O)NCCN3CCCCC3)CC[C@@H]21	1.1	-32	-5	-4
56	C[C@H](CO)N1C[C@H](C)[C@@H](CN(C)C(=O)c2ccncc2)Oc2ncc(-c3ccc(F)cc3)cc2C1=O	1.5	55	-12	·
57	O=C(C[C@H]1CC[C@H]2[C@@H](COC[C@H](O)CN2S(=O)(=O)c2cccc(Cl)c2)O1)Nc1ccccc1	-0.8	11	-25	0
58	C[C@H](O)C#Cc1ccc2c(c1)O[C@H](CN(C)Cc1ccccn1)[C@H](C)CN([C@H](C)CO)S2(=O)=O	1.2	9	-18	-2
59	Cc1ccc(S(=O)(=O)N(C)C[C@@H]2Oc3ccc(NC(=O)Nc4ccccc4)cc3C(=O)N([C@H](C)CO)C[C@H]2C)cc1	-1.2	·	-4	-11
60	C[C@@H]1CN([C@@H](C)CO)C(=O)c2ccccc2-c2ccccc2CO[C@H]1CN(C)S(=O)(=O)c1ccc(F)cc1	0.5	18	28	·
61	C[C@@H]1CN([C@H](C)CO)C(=O)Cc2cc(NC(=O)Nc3cccc4ccccc34)ccc2O[C@H]1CN(C)Cc1ccc(-c2ccccc2)cc1	-0.4	53	13	15
62	O=C(Nc1cccc(F)c1)N1CCCCN2[C@H](C1)[C@@H](c1ccc(C#CC3CC3)cc1)[C@@H]2CO	-0.5	85	5	47
63	COCC(=O)Nc1ccc2c(c1)C(=O)N(C)C[C@@H](OC)[C@H](C)CN(C(C)=O)[C@H](C)CO2	0.8	-16	17	-4

Compound profiles (already shown). Screens in order: KDM4C inh	T cruzi growth	Pf Dd2 growth	C diff HTS
Shown for C[C@H](CO)N1C[C@H](C)[C@@H](CN(C)C(=O)c2ccncc2)Oc2ncc(-c3ccc(F)cc3)cc2C1=O : 1.5	55	-12	·
Shown for CN1C(=O)c2cc(NC(=O)c3cccs3)ccc2OC[C@H]2O[C@H](CC(=O)NCCN3CCCCC3)CC[C@@H]21 : 1.1	-32	-5	-4
Shown for CC(C)CC#Cc1cnc2c(c1)C(=O)N([C@H](C)CO)C[C@@H](C)[C@H](CN(C)Cc1ccccc1C(=O)O)O2 : 0.0	·	-13	-7

Rows were taken by chance; any-hit rate near 7.3%.
